# Assay outcomes: PubChem, several laboratories
# MT stabilizer: microtubule stabilizers in HeLa cells, primary screen, imaging, high-content imaging | HeLa tubulin immunostaining HCS, 24 h; share of cells brighter than vehicle mean+2SD | % tubulin-high responders, % at 10 µM | actives 0.83% (n = 200,000) | AID 2205, 2009;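 active = plate Z-score above 3 for both tubulin-high and condensed-nucleus cell shares, with cell loss under 80%, at 10 µM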;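 also: anti alpha tubulin signal scored within the nucleus-defined area of each cell; some results filed as inactive read as strong as hits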
# TNAP activation fold: human TNAP enzyme activators, primary screen, biochemical, luminescent, no phosphate acceptor, uHTS (AID 1001); Alkaline phosphatase, tissue-nonspecific isozyme (Homo sapiens); purified TNAP, luminescent activation assay, no phosphate acceptor; higher activation fold means a stronger effect; activation fold at 20 µM; hits with a dose series show EC50 in µM; actives 0.03% (n = 200,000); in the data active = activation fold from about 3, or a potency from the dose series; inactive = the rest, 99 in 100 with activation fold below about 1.6; also: many of its hits are not listed in these tables
# Myeloid diff MLP: induction of myeloid progenitor differentiation, primary screen, cell-based, flow cytometry, MLPCN library; ER-HoxA9 myeloid progenitors, lysozyme-GFP differentiation; calls only at 10 µM; actives 1% (n = 360,000);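 active = normalized GFP-positive differentiation at or above the plate's own cutoff, the solvent-only control mean plus 3 SD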;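 also: cells exposed to compound for four days before flow analysis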
# bCat nuc transl: modulators of beta-catenin nuclear translocation, primary screen, imaging, HeLa cells, immunofluorescence, high-content; actives 0.3% (n = 190,000); nuclear translocation activity, % at 5 µM; AID 1665, 2009;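 active = nuclear translocation activity above 50% at 5 µM, with a well cell count of 50 or more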;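 also: per-cell ratio of nuclear to cytoplasmic median beta-catenin stain intensity; plate controls were DMSO negative control for no effect and GSK-3 inhibitor IX positive control for full effect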
#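 Test system: human HeLa cells, native beta-catenin. Compound dosing: 5 µM primary single dose, 0.1% DMSO, 0.02–20 µM confirmation series. Incubation: compound exposure 24 h at 37°C. Detection: beta-catenin immunostaining with DAPI counterstain, 20x imaging, 6 fields/well. Read-out basis: Nuclear/cytoplasmic beta-catenin signal ratio, % activation.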
# Ins promoter up: insulin promoter activators in MIN6 cells, imaging, high-content screening, mouse beta cells; z-score at 5 µM; actives 0.3% (n = 190,000); MIN6 insulin promoter-GFP reporter; hits give high values;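 active = z-score above 3 at 5 µM with at least 500 cells counted in the well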
# T cell HTS: modulators of CD8 T cell-vesicle binding, primary screen, mouse 2C CD8+ T cells, flow cytometry | 2C CD8+ T cell-vesicle binding; hits give low values | calls only at 7 µM | actives 0.068% (n = 330,000) | AID 2052, 2009;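 active = response, share of CD8 T cells binding vesicles, and their 90th percentile fluorescence all below set limits, cut at about 80% in these data, passing the limit was not always enough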
#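 Also added: QL9-peptide-loaded Drosophila micro-vesicles bearing Ld, ICAM-1 and B7-1; Test system: purified 2C TCR transgenic mouse naive CD8+ T cells; Measured by: cytometric PE anti-B7-1 and Alexa647 anti-CD8 signals after 1% paraformaldehyde fixation; Timing: binding step 1.5 h, 37 °C, antibody labelling 20 min, ice.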
# Dynein transport: inhibitors of GR-EGFP nuclear translocation, primary screen, dynein cargo transport inhibitor project, imaging, high-content, 3617.4 mouse cells | actives 0.47% (n = 220,000) | z-score, hits read low | AID 1381, 2008 | test concentration mostly 20 µM; stimulated with dexamethasone, 1 µM; hits give low values;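 active = plate z-score of nuclear minus cytoplasmic receptor signal below a set negative limit, without overly bright fluorescence or cell loss, cut at about -3.5 in these data, passing the limit was not always enough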;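 also: z-score of nuclear minus cytoplasmic ring GR-EGFP intensity difference per well; some compounds called inactive have numbers as strong as hits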
#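 Schedule: 48 h induction, then 1 h compound, then 30 min agonist, 37 °C. Buffer or medium: tetracycline-free induction medium containing charcoal-stripped FBS. Reagent: 1.0 µM final dexamethasone stimulus. Evaluation: nuclear versus cytoplasmic GR-EGFP signal, averaged per well. Signal: high-content fluorescence imaging after fixation.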
# Lipid droplet: inhibitors of hepatocyte lipid droplet formation, primary screen, imaging, high-throughput imaging, BODIPY stain; AML12 mouse hepatocytes, oleate lipid droplets; inhibition, % at 6.5 µM; actives 0.4% (n = 240,000);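 active = lipid droplet intensity inhibited by at least 50%, with more than 500 cells counted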
#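 Material – mouse AML12 hepatocyte cell line, fixed after treatment · Compound dosing – one dose, 6.5 µM compound · Times – compound with oleate, overnight · Measured by – Image-based BODIPY and DAPI two-channel analysis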
# human PMI inhibition: inhibitors of human PMI, primary screen, biochemical, fluorescence intensity, coupled assay (AID 1209). Mannose-6-phosphate isomerase (Homo sapiens). purified PMI enzyme, coupled fluorescence intensity; higher % means a stronger effect. inhibition, % at 20 µM, or IC50 in µM where a hit was titrated. actives 0.42% (n = 190,000); in the data active = inhibition above about 50%;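 also: plate controls were DMSO vehicle for no effect and wells lacking substrate for full effect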
# Dynein transport cytoplasmic EGFP: second read-out of Dynein transport, no call of its own (marks repeat the call); z-score; measured here: cytoplasmic GR-EGFP intensity; hits give high values
# Dynein transport nuclear GR-EGFP: also measured in Dynein transport; calls as there; z-score; measured here: nuclear GR-EGFP intensity;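 lower value marks the stronger effect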
# Dynein transport cell count: second read-out of Dynein transport, no call of its own (marks repeat the call); z-score; measured here: cell count per field
# Ins promoter up cell count: further read-out of Ins promoter up, marked with its call; cell count; measured here: cytotoxicity, nuclei count;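 total cells summed across four imaged fields per well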
# Lipid droplet cells 6.5 µM: recorded beside Lipid droplet, whose call it bears; cell count; measured here: cell count, cytotoxicity flag;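 cells counted across two imaged fields per well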
# bCat nuc transl cell count 5 µM: also measured in bCat nuc transl; calls as there; cell count; measured here: cell count, cytotoxicity flag
# T cell HTS vesicle-bound %: further read-out of T cell HTS, marked with its call; double positive events, %; measured here: CD8+ vesicle-bound cell fraction;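 binding gate set so that unloaded-vesicle control wells show 10% double positive cells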
# MT stabilizer Hoechst-high %: second read-out of MT stabilizer, no call of its own (marks repeat the call); % Hoechst-high responders; measured here: nuclear condensation Hoechst responders;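 share of cells brighter than vehicle mean plus two SD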
# MT stabilizer cytotoxicity %: second read-out of MT stabilizer, no call of its own (marks repeat the call); toxicity, %; measured here: cytotoxicity by cell density;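 0% = mean cell density of plate MIN control wells and 100% = no cells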
# Myeloid diff MLP GFP+ MAC1+ %: also measured in Myeloid diff MLP; calls as there; GFP+ MAC1+ double positive, %; measured here: differentiation confirmed by MAC1 staining
# An asterisk follows results filed as active; i = inactive; . = no result given; & = joins results of further samples.
SMILES,MT stabilizer,MT stabilizer Hoechst-high %,MT stabilizer cytotoxicity %,TNAP activation fold,Myeloid diff MLP,Myeloid diff MLP GFP+ MAC1+ %,bCat nuc transl,bCat nuc transl cell count 5 µM,Ins promoter up,Ins promoter up cell count,T cell HTS,T cell HTS vesicle-bound %,Dynein transport,Dynein transport cytoplasmic EGFP,Dynein transport nuclear GR-EGFP,Dynein transport cell count,Lipid droplet,Lipid droplet cells 6.5 µM,human PMI inhibition
CCNc1nc(NCC)n2c(SCC(=O)N3CC4(C)CC3CC(C)(C)C4)nnc2n1 (stereo not drawn),2.9,1.3,0.3,1.2,i,1.2,-1.4,1078,-0.56,1393,i,8,-0.81,-0.22,-0.58,-0.099,-26,570,5%
CC(C)(C)c1ccc(OCCOCCn2cnc3ccccc3c2=O)cc1,4.0,2.5,13,1.1,i,0.7,0.6,943,1.5,1284,i,34,-1.1,-0.029,0.085,0.38,0,625,2%
CC(C(=O)O)c1ccc(-c2ccccc2)c(F)c1 (stereo not drawn),2.6,2.2,2.6,1.1,i,4.4&1.7,-3.0,581,.,.,i,8&28,-0.44,-0.27,-0.043,0.53,-4,774,-1%
Cc1onc(-c2ccccc2)c1C(=O)N/N=C/c1cc2c(cc1Br)OCO2,3.6,6.3,0.3,1,i,0.3,.,.,0.29,1018,i,52,-0.28,-0.33,-0.5,0.42,-9,743,8%
CC(NC(=O)COC(=O)CC(c1ccccc1)c1ccccc1)c1ccccc1 (stereo not drawn),6.4,2.5,9.0,1.2,i,0.0,-2.2,1108,0.18,1334,i,52,0.025,-0.28,-0.16,0.28,-4,595,21%
Cc1cc2nc3c(nc2cc1C)C1(C(=O)N(C)C)CCC3(C)C1(C)C (stereo not drawn),1.2,0.8,5.5,1,i,0.4,-3.9,1230,-1,897,i,45,0.21,-0.25,0.26,0.19,-4,756,-10%
Cc1cc(OCC(=O)Nc2ccc(N3CCCC3)cc2)cc(C)c1Cl,3.6,2.0,6.1,1.1,i,0.9,.,.,.,.,i,3,0.089,-0.19,-0.13,1.3,-4,717,6%
O=C(NCC1CCCO1)C1CCN(C2CCN(CCCC3CCCC3)CC2)CC1 (stereo not drawn),2.4,2.5,7.4,1.1,i,1.0,0.7,958,.,.,i,61,-0.8,-0.19,-0.47,-0.036,-3,742,5%
Cc1ccc(C)c(C(=O)CSc2nnc(C)s2)c1,1.8,2.1,7.3,1.1,i,0.6,-1.3,1239,0.71,1440,i,45,-1.2,-0.25,-1,1.6,-5,675,1%
CCOC(=O)c1cc(C#N)c(Oc2cccc(C(F)(F)F)c2)nc1-c1ccccc1,2.1,1.4,2.2,1,i,0.7,-3.2,1063,-0.83,1348,i,45,-0.14,-0.23,-0.55,1,-12,634,18%
Cc1cc(C(=O)NCc2ccco2)on1,8.1,1.9,3.4,1.1,i,1.5,.,.,-0.94,944,i,41,1.4,0.068,1.1,-0.45,.,.,6%
CN1CCN(CCCNC(=O)c2cn(C)c3ccc(S(=O)(=O)N(C)C)cc3c2=O)CC1,2.0,1.9,6.5,0.8,i,1.9,-2.2,1233,0.48,923,i,64,-0.63,-0.23,-0.36,0.066,.,.,-4%
CCOc1cc(C=O)cc(Cl)c1OCC(N)=O,1.1,2.3,14,1.1,i,0.1,0.2,957,0.78,1558,i,43,-0.44,-0.22,-0.12,0.76,3,679,4%
O=C(O)c1cccc(N/N=C/C2=C(Cl)c3cc(Cl)ccc3SC2)c1,2.7,2.0,9.6,1,i,0.4,0.7,1062,0.61,1236,.,.,-2,-0.13,-1.1,0.34,-1,669,-70%
O=C(c1ccc(F)cc1)n1cc(C(=S)N2CCOCC2)c2ccccc21,4.8,2.4,1.3,1,i,0.4,-0.5,1440,0.88,1312,i,50,-0.29,-0.29,-0.04,0.56,-4,608,7%
COc1ccc(C=C2C(=O)OC(C)(C)OC2=O)cc1OC,.,.,.,.,i,0.7,-1.8,1299,1.2,1321,i,41,-0.054,-0.16,-0.41,0.17,-3,718,.
Cc1cc(C(=O)NCCCN(C)C)c2ccccc2n1,2.5,3.5,6.6,1.1,i,0.1,-3.6,1060,-0.23,1303,.,.,0.79,-0.34,0.22,-0.17,-48,565,-35%
O=C(CCC1COc2ccccc2O1)Nc1cccnc1 (stereo not drawn),1.8,1.5,4.7,1.1,i,0.8,-0.7,1070,0.19,1782,i,30,-0.53,-0.11,-0.15,-0.95,-6,738,10%
Cc1nnc(NC(=O)C2COc3ccccc3O2)s1 (stereo not drawn),4.8,3.5,11,1.1,i,0.8,-1.5,1046,1.1,1094,i,8,2.4,-0.2,2.3,-0.54,.,.,4%
Cc1ccc2[nH]c3c(c2c1)CN(C)CC3,3.8,2.6,8.5,1,.,.,-0.7,1057,.,.,i,53,1,-0.26,0.51,-0.4,-4,717,0%
CCS(=O)(=O)N1CCCC(C(=O)NCc2ccc(C)cc2)C1 (stereo not drawn),2.7,1.8,6.9,1.1,.,.,0.6,1413,-0.98,1130,i,54,-0.26,-0.15,-0.027,0.043,.,.,1%
CCOc1ccccc1CN1CCN(Cc2cccc3nonc23)CC1CCO (stereo not drawn),3.3,2.4,8.0,1,i,0.6,-0.8,1604,-0.77,1690,i,44,-0.55,-0.34,-0.43,0.91,-2,667,.
O=C(CCn1cccc1)NCc1ccccc1,3.1,2.0,7.5,1.1,i,0.5,-3.1,978,0.53,1512,i,25,-0.34,-0.22,0.23,-0.025,.,.,5%
O=C(c1nn(Cc2ccccc2)c(=O)c2ccccc12)N1CCN(C/C=C/c2ccccc2)CC1,2.3,1.3,5.2,1.1,i,0.9,-0.8,1323,-0.06,1662,i,31,0.0075,-0.25,-0.81,1.4,.,.,11%
COc1cc(OC)cc(C(=O)NC(C(=O)O)C23CC4CC(CC(C4)C2)C3)c1 (stereo not drawn),1.8,2.1,9.4,1.1,i,0.3,0.3,1070,-0.51,1346,i,21,-0.84,-0.22,-0.8,0.53,5,670,-11%
CC1(C)CC(=O)C/C(=N/Nc2nc3ccccc3s2)C1,2.8,2.9,6.7,1.3,i,1.5,-3.0,1081,-0.24,1470,i,46,-0.24,-0.21,-0.19,0.91,2,689,-24%
Cc1ccc(OCC(=O)N2N=C(c3ccc(Cl)cc3)CC2c2ccco2)c([N+](=O)[O-])n1 (stereo not drawn),2.6,2.4,5.7,0.9,i,0.3,-1.1,1081,-2.4,1254,i,58,-0.13,-0.26,0.22,0.85,-8,731,8%
O=C(COc1cc(O)c2c(=O)c3ccccc3oc2c1)OCc1ccccc1,.,.,.,.,i,1.5,0.7,1311,-0.01,1110,i,26,-0.33,-0.82,-0.5,0.17,-6,719,.
Cc1nn(CC(=O)c2ccc(Cl)s2)c(C)c1[N+](=O)[O-],2.3,2.3,7.0,1,i,0.0,-6.1,1137,0.16,1274,i,23,1.9,0.033,1.5,-2.2,-4,681,-12%
COc1ccc(Cl)cc1NC(=O)CC(C)=O,2.9,1.7,5.3,1.2,i,0.8,-4.9,1005,0.61,1595,i,56,-0.19,-0.21,0.073,0.53,.,.,-17%
Cc1ccc(Oc2ccc(S(=O)(=O)N3CCOCC3)cc2C(N)=O)c(-n2nc3ccccc3n2)c1,27*,15*,72*,1,i,0.0,-0.5,1403,-0.09,1234,i,18,-0.018,-0.15,0.014,0.29,.,.,3%

# Quoted at random: three entries already listed.
SMILES,MT stabilizer,MT stabilizer Hoechst-high %,MT stabilizer cytotoxicity %,TNAP activation fold,Myeloid diff MLP,Myeloid diff MLP GFP+ MAC1+ %,bCat nuc transl,bCat nuc transl cell count 5 µM,Ins promoter up,Ins promoter up cell count,T cell HTS,T cell HTS vesicle-bound %,Dynein transport,Dynein transport cytoplasmic EGFP,Dynein transport nuclear GR-EGFP,Dynein transport cell count,Lipid droplet,Lipid droplet cells 6.5 µM,human PMI inhibition
Cc1ccc(Oc2ccc(S(=O)(=O)N3CCOCC3)cc2C(N)=O)c(-n2nc3ccccc3n2)c1,27*,15*,72*,1,i,0.0,-0.5,1403,-0.09,1234,i,18,-0.018,-0.15,0.014,0.29,.,.,3%
Cc1ccc(OCC(=O)N2N=C(c3ccc(Cl)cc3)CC2c2ccco2)c([N+](=O)[O-])n1 (stereo not drawn),2.6,2.4,5.7,0.9,i,0.3,-1.1,1081,-2.4,1254,i,58,-0.13,-0.26,0.22,0.85,-8,731,8%
Cc1nn(CC(=O)c2ccc(Cl)s2)c(C)c1[N+](=O)[O-],2.3,2.3,7.0,1,i,0.0,-6.1,1137,0.16,1274,i,23,1.9,0.033,1.5,-2.2,-4,681,-12%
